High-throughput results: PubChem BioAssay, several laboratories
KCNQ2 inh: KCNQ2 potassium channel inhibitors, primary screen, cell-based, CHO-K1, FluxOR thallium flux, B-score (AID 2156) | O88943 | 20 min; hits give low values | B-score at 10 µM | 1.1% of 310,000 active;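 active means fluorescence ratio B-score at most minus 3 library SDs, with starting brightness B-score within 2 library SDs, cut at about -5.5 in these data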
Kir21 inh: inhibitors of mouse Kir2.1 inward-rectifier potassium channel | HEK293-Kir2.1, FluxOR thallium flux fluorescence; hits give low values | B-score at 10 µM | 0.85% of 310,000 active;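 active means fluorescence ratio B-score at or below minus 3 SD of library scores, with starting-brightness B-score within 2 SD, cut at about -4.2 in these data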;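 further: channel flux triggered by added potassium and thallium sulfate stimulus; B-score of peak minus minimum fluorescence over baseline after thallium stimulus; more negative B-score means stronger Kir2.1 block with less thallium influx; some compounds called inactive have numbers as strong as hits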
Target sequence (P35561 whole entry, looked up): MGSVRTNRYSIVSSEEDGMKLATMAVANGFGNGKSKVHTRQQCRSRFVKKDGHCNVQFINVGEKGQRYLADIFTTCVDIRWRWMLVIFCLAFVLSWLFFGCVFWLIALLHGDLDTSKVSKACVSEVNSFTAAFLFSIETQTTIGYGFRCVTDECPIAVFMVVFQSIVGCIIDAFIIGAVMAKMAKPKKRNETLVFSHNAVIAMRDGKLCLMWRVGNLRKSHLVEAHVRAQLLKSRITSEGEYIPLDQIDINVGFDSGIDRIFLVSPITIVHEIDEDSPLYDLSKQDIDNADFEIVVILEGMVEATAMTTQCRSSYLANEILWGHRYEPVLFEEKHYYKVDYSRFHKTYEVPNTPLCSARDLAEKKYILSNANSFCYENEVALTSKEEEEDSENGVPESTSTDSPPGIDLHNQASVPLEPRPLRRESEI
STK33 kinase inh: human STK33 kinase inhibition; Q9BYT3; purified STK33, MBP phosphorylation, ADP-Glo luminescence; inhibition, % at 10 µM; 0.073% of 320,000 active; AID 2661;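 active means inhibition at or above 25%, using the most active replicate where run in duplicate; inactive means inhibition below 25%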
Target sequence (Q9BYT3 whole entry, looked up): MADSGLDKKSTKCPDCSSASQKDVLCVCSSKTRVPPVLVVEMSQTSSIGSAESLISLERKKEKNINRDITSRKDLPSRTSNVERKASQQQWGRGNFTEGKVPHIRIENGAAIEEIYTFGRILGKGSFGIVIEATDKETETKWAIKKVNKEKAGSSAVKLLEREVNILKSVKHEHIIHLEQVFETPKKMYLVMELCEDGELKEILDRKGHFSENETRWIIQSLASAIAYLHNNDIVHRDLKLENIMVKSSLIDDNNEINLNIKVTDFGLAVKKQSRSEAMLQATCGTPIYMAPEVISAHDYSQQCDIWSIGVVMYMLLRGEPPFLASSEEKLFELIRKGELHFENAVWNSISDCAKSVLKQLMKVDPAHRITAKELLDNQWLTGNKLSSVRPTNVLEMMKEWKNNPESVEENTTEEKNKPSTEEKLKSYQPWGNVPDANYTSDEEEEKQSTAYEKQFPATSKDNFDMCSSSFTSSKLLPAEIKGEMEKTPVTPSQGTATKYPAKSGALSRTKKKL
Starred values were filed as active, the others as inactive; i = inactive; . = no result given.

Every second line gives: KCNQ2 inh | Kir21 inh | STK33 kinase inh
> CCCc1ncc(CN2CCCC(C(=O)Nc3ccc(-c4cccc(OC)c4)cc3)C2)cn1 (stereo not given)
  i | -0.09 | -0.2
> Cc1cc(C)nc(N2CCC(CNC(=O)CCc3ccccc3)CC2)n1
  i | 0.09 | 0.0
> COc1cc2c(cc1OC)C(c1ccccc1Br)NC(=O)C2 (stereo not given)
  i | -0.59 | -0.7
> O=C(C[n+]1cn(C(F)F)c2ccccc21)c1ccc(OC(F)F)cc1
  i | 0.8 | 2.1
> CCOC(=O)c1c(C)nc2c(C#N)cnn2c1C
  i | -0.4 | -1.5
> COc1cc(C2C(C(C)=O)=C(O)C(=O)N2c2ccc(C)cc2)ccc1O (stereo not given)
  i | 0.3 | 0.9
> COc1ccc(C(C(=O)NCC2CCCO2)N(C(=O)Cn2nnc3ccccc32)c2ccc(NC(C)=O)cc2)c(OC)c1 (stereo not given)
  i | 0.01 | -1.1
> Cc1cccc(N(CC(O)CON=C2c3ccccc3-c3ccccc32)S(C)(=O)=O)c1 (stereo not given)
  i | 1.3 | -0.2
> COC(=O)CSc1nnc(C2COc3ccccc3O2)n1-c1ccccc1 (stereo not given)
  i | -0.97 | 0.4
> COc1ccc(OCc2n[nH]c(=S)o2)cc1
  i | -0.77 | -0.9
> CC1(C)Cc2c(cnn2-c2ccc(F)cc2)C(NC(=O)C(C)(C)O)C1 (stereo not given)
  i | 0 | 0.1
> Cc1ccc(C(=O)C2=C(O)C(=O)N(Cc3cccnc3)C2c2ccc(N(C)C)cc2)o1 (stereo not given)
  i | 2.1 | -1.5
> CCOc1cccc(NC(=O)/C(C#N)=C\c2cn(CC(=O)O)c3ccccc23)c1
  i | 1.2 | 0.7
> Cc1ccc(CNC(=O)C(=O)NCC2OCCN2S(=O)(=O)c2ccc(Br)cc2)cc1 (stereo not given)
  i | -0.25 | -0.8
> O=C(Cc1ccccc1[N+](=O)[O-])Nc1ccccc1C(=O)N1CCOCC1
  i | -0.08 | -0.8
> COc1ccc(-c2cc(C(=O)NCC(C)C)no2)cc1
  i | -0.78 | .
> CN(C)/C(=N\S(=O)(=O)c1ccccc1)c1ccccc1
  i | -1.6 | 0.2
> COc1ccc(N2CC(NC(=O)NC(C)(C)C)CC2=O)cc1 (stereo not given)
  i | -0.02 | 0.5
> O=C(Nc1ncnc2c1CCC2)C12CC3CC(CC(C3)C1)C2
  i | 0.82 | 0.8
> COc1ccc(/C=C2\S/C(=N/S(=O)(=O)c3cccs3)NC2=O)cc1
  i | 2.1 | 1.0
> CC(=O)Nc1ccc(NS(=O)(=O)c2cn(C)c(=O)n(C)c2=O)cc1
  i | -0.53 | 0.3
> CC(=O)Oc1ccc(C(=O)NCc2ccc3c(c2)OCO3)cc1
  i | 0.8 | -3.7
> CSC1=NCCCN1C(=O)c1c(-c2ccccc2Cl)noc1C
  i | -0.03 | -0.4
> CCCNS(=O)(=O)c1ccc(CCC(=O)N2CCN(c3ccc(OC)cc3)CC2)cc1
  i | -0.02 | -1.0
> CC(C)(C)C1CCc2onc(C(=O)Nc3cnn(Cc4ccc(F)cc4)c3)c2C1 (stereo not given)
  i | 2.2 | 0.8
> O=C(/C=C/c1ccc(-c2ccccc2[N+](=O)[O-])o1)c1ccc(F)cc1
  i | -2 | -0.6
> Cc1ccc(S(=O)(=O)N2CCC(O)(c3cccnc3)CC2)cc1
  i | 3.5 | 2.3
> Cc1cccc(-c2nc(C#N)c(N3CCCCCC3)o2)c1
  i | 0.77 | 0.1
> CC1=C(C(N)=O)C(c2ccc(Cl)cc2)n2nc(CCCO)nc2N1 (stereo not given)
  i | -0.25 | 0.0
> COc1cccc(CNC(=O)CCc2nnc(C3CCCCC3)o2)c1
  i | -0.05 | -1.9

Compound profiles, from the list above:
Results for COc1ccc(/C=C2\S/C(=N/S(=O)(=O)c3cccs3)NC2=O)cc1 : KCNQ2 inh: i; Kir21 inh: 2.1; STK33 kinase inh: 1.0
Results for CCOC(=O)c1c(C)nc2c(C#N)cnn2c1C : KCNQ2 inh: i; Kir21 inh: -0.4; STK33 kinase inh: -1.5

Compounds above with a tert-butyl group (2):
Every second line gives: KCNQ2 inh | Kir21 inh | STK33 kinase inh
> COc1ccc(N2CC(NC(=O)NC(C)(C)C)CC2=O)cc1 (stereo not given)
  i | -0.02 | 0.5
> CC(C)(C)C1CCc2onc(C(=O)Nc3cnn(Cc4ccc(F)cc4)c3)c2C1 (stereo not given)
  i | 2.2 | 0.8

Following part
Every second line gives: KCNQ2 inh | Kir21 inh | STK33 kinase inh
> CC/C(=N\NC(C)=O)c1ccc(OC(F)F)cc1
  i | -2 | -0.7
> COc1cc(-c2nc(CN(C)C(C)c3ccncn3)c(C)o2)ccc1F (stereo not given)
  i | 0.38 | 0.4
> O=C1CCC(c2ccc(-n3ccnc3)cc2)=NN1
  i | -0.73 | -0.6
> CC(Cc1ccccc1)NC(=O)C1(c2ccccc2)CCOCC1 (stereo not given)
  i | -1.2 | -0.3
> O=C1CCC(c2ccccc2)=NN1
  i | 0.92 | 0.6
> COc1ccc(CCNC(=O)CSc2ccc3nnc(CCNC(=O)c4ccc(C)cc4)n3n2)cc1OC
  i | 1.3 | -0.4
> COc1ccc(C2C(CC(=O)O)=C(O)C(=O)N2c2ccccc2)cc1 (stereo not given)
  i | 0.12 | -0.2
> CCOc1ccc(-c2cc(CCCC(=O)NCc3ccco3)no2)cc1
  i | -0.27 | 1.0
> Cc1ccccc1-c1nnc(SCC(=O)N(C)c2c(N)n(Cc3ccccc3)c(=O)[nH]c2=O)n1C
  i | 1.5 | -1.6
> O=C(c1ccc(Cl)cc1)N1CCN(c2cccc3[nH]ccc23)CC1
  i | 2.1 | 1.0
> O=C(Cc1csc(NC(=O)c2ccccc2)n1)NO
  i | -2.6 | 0.7
> O=C(COC(=O)Cc1ccccc1F)Nc1ccc2c(c1)OCO2
  i | 0.03 | -2.2
> Cc1cccn2c(CNCCCOc3cccnc3)c(C(=O)N3CCOCC3)nc12
  i | -0.52 | -1.0
> CCCCN(CC)C(=S)Nc1ccc2nc3n(c(=O)c2c1)CCCCC3
  i | 1.4 | 0.9
> Cc1cc(C)n2c(SCc3ccc(C#N)cc3)nnc2n1
  i | 0.7 | -0.6
> NC(=O)CSc1nnc(C2CC2)n1Cc1ccccc1
  i | -0.03 | -1.2
> O=C1CCCN1c1ccc(S(=O)(=O)NCc2ccc(F)cc2)cc1
  i | -0.09 | -0.8
> Cc1ccccc1OCC(=O)Nc1ccc2c(c1)C(=O)c1ccccc1C2=O
  i | 0.26 | 1.0
> O=C(c1cc(Cl)nc2ccccc12)N1CCN(S(=O)(=O)c2ccccc2[N+](=O)[O-])CC1
  i | 0 | -0.2
> COc1cccc(/C=C2\SC(=S)N(CCCC(=O)Nc3ccc(C(=O)O)cc3)C2=O)c1
  i | -0.55 | -1.6
> COC(=O)CSC(=S)N1C(C)CCCC1C (stereo not given)
  i | 0.01 | -0.8
> Cc1ccc2c(CSc3nnc(C4CC4)n3N)cc(=O)oc2c1C
  i | 0.61 | -1.2
> O=C(O)CCN1C(=O)CC(N2C(=O)/C(=C/c3ccc(Cl)cc3)SC2=S)C1=O (stereo not given)
  i | 0.86 | -7.0
> Cc1ccc(NC(=S)N2C3CCCC2CC(NC(=O)C2CC2)C3)cc1C (stereo not given)
  i | -1.6 | 0.4
> CCC(=O)N1N=C(c2c(-c3ccccc3)c3cc(Cl)ccc3[nH]c2=O)CC1c1ccco1 (stereo not given)
  i | 0.55 | 0.2
> CCN(CC)c1ccc(C(=O)OCC(=O)N(C(C)C)C(C)C)cc1
  i | 0.63 | -0.5
> Cc1ccc(C(=O)Nc2nncs2)cc1S(=O)(=O)N1CCOCC1
  i | 0.34 | -0.4
> O=C(CN1CCN(c2ccccc2Cl)CC1)NC1CCCc2ccccc21 (stereo not given)
  i | 0.3 | -1.5
> COc1ccc(C(=O)CN(Cc2ccccc2)C2=NCCS2)cc1
  i | -0.09 | 0.2
> CNc1ccccc1C(=O)OCC(=O)c1ccccc1
  i | 0.26 | -1.4
> CC(=O)c1cc(C#N)c(SCC(=O)C(C)(C)C)nc1C
  i | -0.8 | -2.4
> CCCCCCOC(=O)c1ccc(OC(=O)c2cccnc2)cc1
  i | -1 | 1.3
> O=C(c1ccc(Br)cc1)C(CN1CCOCC1)c1ccccc1 (stereo not given)
  i | 0.31 | -0.1
> Cc1nc2ccc(S(=O)(=O)N(C)CC(=O)N3CCc4ccccc4C3)cc2s1
  i | -1.8 | 0.2
> O=C(COC(=O)c1cc(=O)[nH]c2ccccc12)NC(=O)NC1CCCCC1
  i | -0.51 | -0.3
> CCCOc1ccc(-c2c(=O)n(OCC(=O)OCC)c3ccccc3[n+]2[O-])cc1
  i | 0.02 | -1.0
> COc1cc(S(=O)(=O)NCc2ccccn2)c(OC)cc1Cl
  i | -0.26 | -1.2
> Cc1ccc(S(=O)(=O)c2c(C)nn(C(C)(C)C)c2OC(=O)C(C)C)cc1
  i | 0.55 | -2.0
> COc1ccc(NC(=O)CSCC(=O)Nc2cccc(S(=O)(=O)N3CCCCCC3)c2)cc1
  i | -3.2 | -2.3
> CC(=O)C1=C(C)Nc2ncnn2C1c1cccc(Br)c1 (stereo not given)
  i | 0.36 | -1.5
> O=c1cc(CO)oc(CN2CCN(Cc3ccccc3)CC2)c1O
  i | -0.98 | -0.6
> COc1ccc(C(=O)N2CCN(c3nnnn3-c3ccccc3)CC2)cc1OC
  i | -0.06 | 0.3
> CCOC(=O)c1cc(-c2ccccc2)n(CCC(=O)O)c1C
  i | -0.15 | 0.2
> C=CCOc1ccc(Cl)cc1CNCCCN1CCOCC1
  i | -2.6 | -0.2
> COc1ccccc1N1CCN(CCCn2c(=S)[nH]c3ccccc3c2=O)CC1
  i | 0 | 0.6
> CC(C)(C)C(=O)NNC(=O)CCCOc1ccc(Cl)cc1Cl
  i | 0.08 | -0.1
> COC(=O)C(C)Sc1nc2c(c(=O)[nH]c(=O)n2C)n1CCCc1ccccc1 (stereo not given)
  i | -0.1 | -0.1
> COc1cc(-c2nnc(CSc3nnc4nc(C)cc(C)n34)o2)cc(OC)c1OC
  i | 0.45 | -0.8
> Cc1ccccc1C(=O)NC(=S)Nc1ccc(S(=O)(=O)N(C)c2ccccc2)cc1
  i | 0.92 | -1.7
> COc1cc(NC(=O)c2ccccc2-c2ccccc2)cc(OC)c1OC
  i | 0.09 | -0.2
> COc1ccc(/C(N)=N/OC(=O)/C=C/c2ccccc2)cc1
  i | -0.81 | -1.8
> COC(=O)c1sccc1NC(=O)CC1C(=O)NCCN1C(=O)Nc1ccc(C(F)(F)F)cc1 (stereo not given)
  i | 0 | 1.2
> CCOC(=O)C1=C(CN2CCc3ccccc32)NC(=O)NC1c1cc(C)ccc1C (stereo not given)
  i | -0.01 | -2.0
> CN1CCN(c2ccc(S(=O)(=O)N3CCCCC3)cc2NC(=O)CSCc2ccccc2)CC1
  i | 0.91 | -0.5
> Cc1nn(-c2ccccc2)cc1/C=N/O
  i | 0.1 | 1.4
> O=C(CCN1CCCCC1)Nc1ccc(Br)cc1
  i | -3.3 | 3.1
> CC(C)=CC(=O)N1CCCc2ccccc21
  i | -1.4 | -2.1
> Cc1nnc(C)c2c(C)n(Cc3ccc4c(c3)OCO4)c(C)c12
  i | -1.4 | -0.6
> COc1ccc(-n2nnc3c(=O)n(C/C=C/c4ccccc4)cnc32)cc1
  i | 0.27 | -0.9
> COc1ccc(CNC(=O)C(OC(C)=O)c2ccccn2)cc1 (stereo not given)
  i | 0.8 | -1.5

Continued:
Every second line gives: KCNQ2 inh | Kir21 inh | STK33 kinase inh
> CC(C)N(Cc1ccccc1)C(=S)NC(=O)C1(C)CC1(Cl)Cl (stereo not given)
  i | -1.5 | -1.2
> CN1CCN(S(=O)(=O)c2ccc(NC(=O)C3CCCO3)cc2)CC1 (stereo not given)
  i | 0.02 | 0.1
> CC(=O)N1CCN(c2ccc(NCc3ccc(C)s3)cc2)CC1
  i | -0.71 | 0.5
> CCc1ccc(/C=N/NC(=O)Cc2cccn2C)cc1
  i | 0.38 | -1.8
> COc1ccc2c(c1)CC[C@@H]1[C@@H]2CC[C@]2(C)[C@@H](C(=O)O)C[C@@H]12
  i | -1 | -1.3
> O=C(OCCO)c1cc(Cl)c(C(=O)OCCO)cc1Cl
  i | -2 | -1.0
> COc1ccc(NC(=O)CCCc2ccccc2)cc1OC
  i | 1.4 | 0.0
> Cc1onc(C(=O)NN)c1C(=O)Nc1ncc(C(F)(F)F)cc1Cl
  i | 0.76 | -0.9
> CCOCCCNc1nc2c(C)cccn2c(=O)c1/C=C1\SC(=S)N(CC(C)C)C1=O
  i | 0.19 | -0.7
> COc1ccc(/C=N/NC(=O)c2cccc(NC(C)=O)c2)c(C(=O)O)c1OC
  i | -0.81 | 8.2
> Cc1nc(NCc2ccco2)c2c(C)c(C)sc2n1
  i | 0.81 | 1.6
> O=C(NCc1ccco1)c1ccccc1NC(=O)C1CC(=O)N(c2ccc(Cl)cc2)C1 (stereo not given)
  i | -0.44 | -0.3
> C=CCn1c(SCC(=O)Nc2ccc(N3CCOCC3)cc2)nc2ccccc2c1=O
  i | 2 | -1.1
> Clc1ccc(-c2nnnn2-c2ccc(Cl)c(Cl)c2)cc1Cl
  i | 0.05 | -0.1
> Cc1ccc(N(CCC#N)C(=O)COC(=O)C2CCN(c3ccc(C(F)(F)F)cn3)CC2)cc1
  i | 0 | 0.3
> CC(C)C(c1nnnn1Cc1ccc(F)cc1)N1CCN(Cc2ccc3c(c2)OCO3)CC1 (stereo not given)
  i | -0.62 | -2.2
> O=C(/C=C/c1cccs1)NCc1cccnc1
  i | 0.29 | -0.4
> CCN(C(=O)CN1CCN(c2ccccc2F)CC1)c1c(N)n(Cc2ccccc2)c(=O)[nH]c1=O
  i | 0 | -0.7
> O=C(Oc1ccc(Cl)c2cccnc12)N1CCCCC1
  i | 1.7 | -1.4
